Screening data deposited in PubChem BioAssay by Sanford-Burnham Center for Chemical Genomics.
GRIN3A LBD mod – modulators (binders) of human NR3A ligand-binding domain; 2.5% of 340,000 active; Tm shift relative to glycine control, % at 25 µM; NR3A LBD differential scanning fluorimetry, Tm shift; 0% = protein alone, 100% = glycine-bound protein; AID 1259313;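 active means melting temperature shift of at least 10% of the positive control shift, at one fixed dose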
SENP1 inh – blocks the human SENP1 SUMO protease catalytic domain; AID 624204; inhibition, % at 10 µM; recombinant SENP1 catalytic domain, CyPet-SUMO1-YPet FRET cleavage; Q9P0U3; 0.21% of 360,000 active;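 active means inhibition at least 30% at 10 µM, raw YFP signal under a set limit, fluorescence ratio 0.5 to 1.5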;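 further: 0% = enzyme with DMSO and 100% = no enzyme wells; some results filed as inactive read as strong as hits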
Target sequence (Q9P0U3 419-644 limits assumed): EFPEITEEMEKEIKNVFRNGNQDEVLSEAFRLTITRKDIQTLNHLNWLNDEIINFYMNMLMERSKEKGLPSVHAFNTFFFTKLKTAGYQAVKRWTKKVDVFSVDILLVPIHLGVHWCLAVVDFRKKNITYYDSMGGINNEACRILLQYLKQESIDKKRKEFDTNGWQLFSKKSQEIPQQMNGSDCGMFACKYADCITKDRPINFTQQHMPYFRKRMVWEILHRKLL
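Test system: hSENP1 catalytic domain, recombinant; Amount: 20 pM final SENP1 enzyme; Medium: Tris pH 8 buffer plus EDTA, NaCl, BME, BSA, NP40, catalase; Schedule: 50 min enzyme reaction, room temperature, light-protected; Technique: FRET fluorescence in CFP and YFP emission channels; Controls: no-enzyme wells low, DMSO-plus-enzyme wells high control.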
ATG4B inhibitor – inhibitors of human ATG4B cysteine protease; Q9Y4P1; ATG4B cleavage of LC3-PLA2, NBD-HPC fluorescence, 1 h; inhibition, % at 8.33 µM; 0.51% of 340,000 active; AID 504462; in the data active means inhibition above about 40%
Target sequence (Q9Y4P1 whole entry, looked up): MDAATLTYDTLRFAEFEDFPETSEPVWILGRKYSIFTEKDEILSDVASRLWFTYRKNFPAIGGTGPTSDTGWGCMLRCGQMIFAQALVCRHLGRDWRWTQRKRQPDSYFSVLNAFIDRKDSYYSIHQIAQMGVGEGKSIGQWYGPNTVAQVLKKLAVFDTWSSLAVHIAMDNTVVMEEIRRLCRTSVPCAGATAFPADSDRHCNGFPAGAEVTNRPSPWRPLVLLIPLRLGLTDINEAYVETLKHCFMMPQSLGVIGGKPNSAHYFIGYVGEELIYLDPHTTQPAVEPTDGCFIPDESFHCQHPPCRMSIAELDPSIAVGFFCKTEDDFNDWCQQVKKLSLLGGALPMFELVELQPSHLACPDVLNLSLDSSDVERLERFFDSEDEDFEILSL
hIAP act – increases human intestinal alkaline phosphatase activity | P09923 | purified human IAP, CDP-Star luminescence, 30 min; active compounds read high; 1 = vehicle-only enzyme, 0 = enzyme-free background | activation factor at 10 µM | 0.16% of 330,000 active;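 active means activation factor of the enzyme at least 2-fold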; further: the source names both 10 and 20 µM as test concentration; values of inactives mirror those of a sister screen read the other way
SENP8 block – blocks human SENP8 cleavage of Nedd8 substrate | Q96LD8 | recombinant SENP8, Nedd8 substrate fluorescence | inhibition, % at 20 µM | 0.64% of 360,000 active | AID 602440; in the data active means inhibition mostly above about 40%, no sharp cut-off; inactive means mostly below about 27%
Target sequence (Q96LD8 whole entry, looked up): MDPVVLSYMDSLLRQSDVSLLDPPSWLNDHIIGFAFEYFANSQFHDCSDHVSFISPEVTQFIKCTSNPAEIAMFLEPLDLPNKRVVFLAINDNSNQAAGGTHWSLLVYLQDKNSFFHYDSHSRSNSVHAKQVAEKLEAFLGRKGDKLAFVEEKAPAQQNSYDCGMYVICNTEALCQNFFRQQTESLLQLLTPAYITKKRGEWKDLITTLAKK
SENP6 block – SENP6 protease inhibition; 1.8% of 330,000 active; Recombinant SENP6 catalytic domain, aminoluciferin luminescence; AID 2599; inhibition, % at 10 µM; Q9GZR1;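 active means inhibition above about 50% at the single tested dose, limit read from the data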;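 further: plate controls were DMSO wells with enzyme for no effect and DMSO wells lacking enzyme for full effect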
MPTP inh – permeability transition pore inhibition; isolated mouse mitochondria, Ca2+ swelling absorbance, 30 min; inhibition, % at 10 µM; 1.4% of 360,000 active;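 active means inhibition of 50% or more, scaled per plate between neutral and stimulator controls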;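 further: 0% = DMSO wells given calcium and 100% = 1 mM EGTA wells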
PfG6PD inh – PfG6PD (Plasmodium falciparum) enzyme inhibition | PfGluPho enzyme, NADPH resazurin-diaphorase fluorescence | inhibition, % at 20 µM | 0.78% of 350,000 active | AID 504690;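 active means inhibition reaching at least a set limit at 20 µM in the primary screen, cut at about 59% in these data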;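 further: 0% = DMSO wells with substrate and 100% = DMSO wells lacking glucose-6-phosphate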
An asterisk follows results filed as active; x = not tested or not shown.

Each structure is followed by: GRIN3A LBD mod, SENP1 inh, ATG4B inhibitor, hIAP act, SENP8 block, SENP6 block, MPTP inh, PfG6PD inh
O=C(NCCOc1cccc(Oc2ccccc2)c1)c1cc(-n2cnnc2)ccc1Cl
  0, 0, -19, 0.91, 9, 1, -1.5, 0
O=C(c1ccc(F)cc1)c1cc2ccc(O)cc2oc1=O
  -2, -26, 5, 0.83, -154, 97*, 0.0, -9
O=C(C[C@H]1C(=O)N(Cc2ccccc2)C[C@@H]1Cc1ccccc1)Nc1ccccc1
  -9, 2, -3, 0.93, 7, 0, -1.4, 12
C=CCC[C@@H](Cc1ccc(F)cc1)C(=O)OC[C@H](Cc1c[nH]c2ccccc12)NC(=O)[C@H](CC=C)CC(=O)N(CCO)Cc1ccccc1
  7, 3, -17, 1.1, -3, -19, -1.9, 27
O=C(NCc1cccnc1)C(=O)NCC(c1ccco1)N1CCN(c2ccccc2)CC1 (stereo not given)
  3, 3, -3, 1.1, 8, -7, 0.5, 7
CC1CCCCN1C(=S)Nc1ccc(OC(F)F)cc1 (stereo not given)
  4, -2, 10, 0.93, 19, -5, 3.9, 3
CCOC(=O)C1CCCN(S(=O)(=O)Cc2ccc(Cl)cc2)C1 (stereo not given)
  0, 1, -5, 1.1, 8, -4, -1.0, 0
Cc1nc(Nc2nc3c(c(=O)[nH]2)CCC3)nc2ccccc12
  0, 0, 0, 2.8*, 10, 8, -0.2, 17
Cc1ccc(CN2C(=O)CSC2c2cccnc2)cc1 (stereo not given)
  1, 1, -11, 1, 11, -10, 0.1, 0
CCCCN1CC(=O)N2[C@H]3c4ccccc4OC[C@@H]3[C@H](c3ccccc3)[C@]2(C)C1=O
  -1, -1, -19, 1, 17, 18, -0.2, 8
CC1CCCCC12NC(=O)N(CC(=O)NCCc1ccccc1)C2=O (stereo not given)
  2, 2, -3, 0.91, 16, -2, -1.2, -9
Nc1nc(NCc2ccccc2)nc(NCc2ccccc2)c1[N+](=O)[O-]
  1, 0, 3, 0.96, 8, -1, 0.8, -11
COc1cc(C=O)ccc1OS(=O)(=O)c1ccccc1[N+](=O)[O-]
  -3, -1, 22, 0.99, 10, 3, -3.6, 2
Cc1ccc(C(=O)Nc2cc(Cl)ccc2-n2cncn2)s1
  1, -6, 9, 0.99, -11, -10, -1.4, 18
COCCN(Cc1cn(C)nc1-c1ccc(Oc2ccccc2)cc1)C(C)C
  4, -1, 2, 0.89, 3, -25, 0.7, -19
C=CCC(C(=O)OC)(C(=O)OC)c1ccc(C(F)(F)F)cc1[N+](=O)[O-]
  -1, 1, -5, 0.96, 13, 1, 5.9, 8
O=C(CCNS(=O)(=O)c1cccs1)NCc1cccs1
  -2, -1, -5, 0.96, 13, -24, -0.5, -6
CCOC(=O)c1nc(Nc2cc(C)cc(C)c2)c2ccccc2n1
  -5, 2, -17, 1, -130, -1, 9.4, 23
CC(=O)Nc1ccc(NC(=O)C(C)OC(=O)c2cccc(S(=O)(=O)N3CCCCC3)c2)cc1 (stereo not given)
  0, -2, -9, 0.9, 6, 4, -0.2, -1
CCN1C(=S)SC(=O)C1=C1C=C(C)N(CCO)C(C)=C1
  -1, -103, 0, 0.68, 12, 7, -0.4, 36

One compound at a time, as listed above:
Cc1ccc(CN2C(=O)CSC2c2cccnc2)cc1 (stereo not given) reads GRIN3A LBD mod = 1; SENP1 inh = 1; ATG4B inhibitor = -11; hIAP act = 1; SENP8 block = 11; SENP6 block = -10; MPTP inh = 0.1; PfG6PD inh = 0
CC1CCCCC12NC(=O)N(CC(=O)NCCc1ccccc1)C2=O (stereo not given) reads GRIN3A LBD mod = 2; SENP1 inh = 2; ATG4B inhibitor = -3; hIAP act = 0.91; SENP8 block = 16; SENP6 block = -2; MPTP inh = -1.2; PfG6PD inh = -9

More entries follow.
Each structure is followed by: GRIN3A LBD mod, SENP1 inh, ATG4B inhibitor, hIAP act, SENP8 block, SENP6 block, MPTP inh, PfG6PD inh
Cc1ccc(NC(=O)N2CCC(O)(c3cccnc3)CC2)cc1
  2, -2, 13, 1.1, 2, -14, -2.8, 7
COc1ccc(NC(=O)C2CCN(S(=O)(=O)c3ccc(OC)c(OC)c3)CC2)cc1
  1, 4, -3, 1.2, -15, -19, -0.1, -12
CCCc1nnc(SCC(=O)Nc2ccc(Cl)cc2Cl)o1
  -2, 0, -2, 1.1, 12, -22, 0.2, -9
Cc1cc(C)nc(SCC(=O)Nc2ccc(S(=O)(=O)NCCO)cc2)n1
  1, -1, 1, 1.1, 11, 7, -1.2, -7
FC(F)(F)c1ccc(Oc2ccc3ccccc3c2Br)nc1
  2, -2, 10, 0.97, -13, 11, 1.9, 27
Cc1ccc(C)c(N2CCN(C(=O)CCCn3ncn4c(cc5occc54)c3=O)CC2)c1
  -2, 2, -9, 1.3, 9, 0, -1.0, 1
C=CCSc1nc(-c2ccccc2)c2cc(Cl)ccc2n1
  -1, 1, -1, 1.3, -268, -19, 1.7, -9
COc1ccc(Cl)cc1N1C(=O)CC(Sc2ccccc2N)C1=O (stereo not given)
  0, 0, 5, 1.1, 19, -16, 0.5, 12
CCC(C)(C)C1CCc2[nH]nc(C(=O)NC3CCCC3)c2C1 (stereo not given)
  -18, 3, 7, 1.5, 12, 7, -0.8, 4
Cc1cc2ccccn2c1C(=O)c1ccccc1F
  -1, 1, 2, 1, 41*, -12, 2.5, 3
Cc1[nH]c2ccc(C(=O)NCc3ccccn3)cc2c1C
  0, -27, -3, 1.2, -38, -7, -0.9, 2
N#CCCNc1ccc(OCCC#N)cc1
  -2, 1, -5, 1.1, 13, 14, -0.7, -11
COc1ccc(CCC(=O)NCc2cn3ccsc3n2)cc1
  -1, 2, 9, 1.2, 3, 2, -0.2, -9
O=C(Cc1cc(=O)[nH][nH]1)N/N=C/c1ccccc1[N+](=O)[O-]
  0, 2, -6, 0.87, 16, 5, -0.9, 7
Cc1c(S(=O)(=O)Nc2ccc(Oc3ccccc3)cc2)c(=O)n(C)c(=O)n1C
  0, 1, -4, 1.1, 6, -10, 0.0, 5
CCc1ccc(C(=O)NNC(=O)C2CC(=O)N(Cc3ccccc3)C2)cc1 (stereo not given)
  1, 1, -6, 1.1, -9, -13, -0.9, 0
O=C(Cc1ccccc1)NN1CCCCC1
  -2, 2, 4, 1, 8, 16, -0.1, -9
Cc1nc(NCCN2CCOCC2)c2oc3ccccc3c2n1
  1, -1, -13, 0.99, 4, 4, -1.5, -2
COc1ccc(Cc2nnc(NC(=O)C3CC(=O)N(c4ccc(OC)cc4)C3)s2)cc1 (stereo not given)
  0, 0, -5, 0.95, 6, -21, 1.1, -6
COc1ccc(N2CC(C(=O)O)CC2=O)cc1 (stereo not given)
  2, 4, -11, 1, 12, -33, -0.9, 6

Other results.
Each structure is followed by: GRIN3A LBD mod, SENP1 inh, ATG4B inhibitor, hIAP act, SENP8 block, SENP6 block, MPTP inh, PfG6PD inh
CC[N+](CC)(CC)C/C(N)=N/O
  -2, 2, 2, 1, 3, -7, -1.1, -9
CCC(C)C(N)C1=NC(C(=O)N[C@@H](CC(C)C)C(=O)N[C@H](CCC(=O)[O-])C(=O)N[C@H](C(=O)N[C@H]2CCCCNC(=O)[C@H](CC(N)=O)NC(=O)[C@@H](CC(=O)[O-])NC(=O)[C@H](Cc3cnc[nH]3)NC(=O)[C@@H](Cc3ccccc3)NC(=O)[C@H]([C@@H](C)CC)NC(=O)[C@@H](CCCN)NC2=O)[C@@H](C)CC)CS1.[Zn+2] (stereo not given in full)
  -36, -12, 0, x, -16, x, 4.1, 64*
CC1CCCCN1C(=O)COC(=O)CSc1ccc(C(N)=O)cc1[N+](=O)[O-] (stereo not given)
  -1, 1, 3, x, 11, x, -2.3, -6
Nc1ncnc2c1ncn2[C@@H]1O[C@H](COS(=O)(=O)O)[C@@H](O)[C@H]1O
  0, 1, -1, 0.93, 1, -14, -0.4, 1
CCOC(=O)c1cnc2c(C)cc(C)cc2c1Nc1ccc(S(=O)(=O)Nc2ncccn2)cc1
  0, -19, 8, 1, -77, 2, -0.1, -16
CCOc1ccc(S(=O)(=O)n2c([N+](=O)[O-])cnc2C)c(C)c1C
  4, -1, -7, 1.2, 6, 5, -0.2, -5
CC(=O)Nc1ccc(NC(=O)C(C)OC(=O)c2cc(S(=O)(=O)N3CCOCC3)ccc2Cl)cc1 (stereo not given)
  1, 2, 2, 1, 1, -6, 0.2, -13
Cc1csc(NC(=O)CCCC(=O)c2ccccc2)n1
  -4, 0, 15, 0.84, 15, 13, 0.1, -19
N#Cc1ccccc1OCC(=O)NC(=O)NCc1ccco1
  -1, 2, 3, 1.2, -338, -5, 1.0, -10
COc1ccc(CCNC(=O)CN(c2ccccc2)S(C)(=O)=O)cc1OC
  3, 3, -1, 1, 30, -7, -0.3, -9
CCCCNC(=S)N/N=C1\CCCCc2ccccc21
  0, -2, -3, 1.1, 22, -8, -1.3, 5
Cn1c(=O)c2c(nc(NCCO)n2CCCc2ccccc2)n(C)c1=O
  1, 0, -2, 0.74, 28, 2, -1.0, -8
CCN(CC)CCOc1nnc(-c2ccc(OC)cc2)c2ccccc12
  0, 0, -2, 0.97, 14, -11, 15, -7
Cc1ccc(S(=O)(=O)N/N=C/c2c(C)nn(-c3ccccc3)c2C)cc1
  -6, 3, -6, 0.94, 12, -16, -1.2, -17
O=C(NC(=S)Nc1ccc(NC(=O)c2cccs2)cc1)c1ccco1
  24*, 2, -6, 0.95, 9, 3, 0.7, 13
CC(C)Nc1nc(Cl)nc(NCCOc2ccccc2)n1
  -3, 1, -4, 0.95, 2, 7, 1.7, 10
COCCNC(=O)C(c1ccc(Cl)cc1)N(Cc1ccco1)C(=O)CCC(=O)Nc1ccccn1 (stereo not given)
  0, 2, -4, 1.1, 10, 2, -3.2, 0
C=CCc1c(C)nc(SCCC)[nH]c1=O
  0, 2, -5, 1.1, 15, 0, 0.1, 1
CCCOc1ccc(/C=C2/C(=O)ON=C2C)cc1Cl
  4, 1, 10, 0.91, 17, -29, -1.7, 12
CCOCCCNC(=O)c1c(C)[nH]c(C(=O)OCC)c1C
  -2, 1, 6, 0.91, 15, -14, -1.1, -19

(next part)
Each structure is followed by: GRIN3A LBD mod, SENP1 inh, ATG4B inhibitor, hIAP act, SENP8 block, SENP6 block, MPTP inh, PfG6PD inh
NC(=S)N/N=C/c1coc2cc(Cl)ccc2c1=O
  -3, -5, 17, 1, -7, 0, 3.3, -2
O=C(COC(=O)/C=C/c1ccc(OC(F)F)cc1)NCCN1C(=O)CSC1=O
  -1, 0, -6, 1.2, 10, 0, 2.1, -2
CCOC(=O)Cn1c2c(c(=N)c3c1CCC3)CCC2
  -3, -1, -2, 1.1, 14, -9, 1.1, -14
CCc1c(N)nc(N)nc1Nc1ccccc1Cl
  1, 1, 6, x, 4, x, -0.8, 1
